High-throughput results deposited in PubChem by National Center for Advancing Translational Sciences (NCATS).
IMPase Li cell = qHTS Assay for Identifying the Cell-Membrane Permeable IMPase Inhibitors: Potentiation with Lithium | CHO-M1 cells, IP1 TR-FRET (IP-One), carbachol + lithium | Potency, µM (series often up to 59.4 µM), inactives show top-dose activity, negative = IMPase inhibition, most hits filed as inhibitors | 210,000 tested, 0.35% active;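 also: IP1 builds up when IMPase is blocked and the TR-FRET signal falls; potency is read from the fitted curve at half-maximal effect; plate controls were basal vehicle for no effect and high inhibitor control for full effect; nearly all actives have a fitted effect of over 50% in size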
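IP1 accumulation measured by competitive TR-FRET in lysed CHO-M1 cells after 30 min compound exposure at 37C, with a small lithium addition to potentiate weak responses. Hill-equation AC50 from ratio and donor-channel data.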
HttQ103 aggreg = qHTS Multiplex Assay to Identify Dual Action Probes in a Cell Model of Huntington: Aggregate Formation (GFP) | PC12 HttQ103-GFP aggregates, Acumen cytometry, 40 h | Potency, µM (titrated, usually from 46.1 µM), inactives show top-dose activity change, negative = inhibition, usual class: inhibitors | 220,000 tested, 1.1% active | AID 1688, 2009; also: potency is read from the fitted curve at half-maximal effect; % is scaled to controls: 0 for no effect and ±100 for the full control effect; nearly all actives have a fitted effect of over 60% in size
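Ecdysone-promoter PC12 model expressing HTT exon 1 Q103 fused to GFP, induced by tebufenozide at 100 nM final. Compounds titrated; aggregates sized 1–25 µm scored on a 488 nm laser cytometer.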
CBFb-RUNX1 inh = qHTS Assay for Compounds Blocking the Interaction Between CBF-beta and RUNX1 for the Treatment of Acute Myeloid Leukemia; Runt-related transcription factor 1 (Homo sapiens) + Core-binding factor subunit beta …; AlphaScreen CBFb-His/RUNX1-biotin binding, biochemical; Potency, µM (doses to about 59.8 µM), for inactives: at the highest dose activity, negative = inhibition, usual class: inhibitors; 230,000 tested, under 10 active; AID 1477, 2009; also: % of control where 0% means no effect
Target sequence (Q01196 whole entry, looked up): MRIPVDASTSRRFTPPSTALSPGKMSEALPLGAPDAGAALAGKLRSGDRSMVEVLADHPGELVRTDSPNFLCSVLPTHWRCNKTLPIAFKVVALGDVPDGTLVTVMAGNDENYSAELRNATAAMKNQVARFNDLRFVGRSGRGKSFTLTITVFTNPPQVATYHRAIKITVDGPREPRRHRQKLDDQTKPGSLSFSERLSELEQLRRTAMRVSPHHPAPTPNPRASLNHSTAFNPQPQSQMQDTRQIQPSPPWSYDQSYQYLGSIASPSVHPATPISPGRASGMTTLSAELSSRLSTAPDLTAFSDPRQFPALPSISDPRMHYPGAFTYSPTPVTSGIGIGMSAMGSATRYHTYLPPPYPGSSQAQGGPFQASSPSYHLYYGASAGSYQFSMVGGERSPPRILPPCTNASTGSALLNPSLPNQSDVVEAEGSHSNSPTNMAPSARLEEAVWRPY
Target sequence (Q13951 whole entry, looked up): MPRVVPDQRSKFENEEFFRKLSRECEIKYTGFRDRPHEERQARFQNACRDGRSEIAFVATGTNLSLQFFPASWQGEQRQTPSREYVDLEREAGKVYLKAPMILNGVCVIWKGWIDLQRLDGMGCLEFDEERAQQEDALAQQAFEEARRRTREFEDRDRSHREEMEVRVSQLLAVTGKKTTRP
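Read-out: AlphaScreen. Format: His-CBF-beta with biotinylated RUNX1 (30 nM each) preincubated 20 min, compound 15 min, Ni-chelate plus streptavidin beads 90 min; room temperature throughout.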
SMN2 splice up = qHTS Assay for Enhancers of SMN2 Splice Variant Expression; Potency, µM (doses to about 46.1 µM), for the others: at the top dose activity change, positive = activation, most hits filed as activators; 210,000 tested, 2.8% active; HEK293 SMN2-luciferase splicing reporter, luminescence, 30-36 h; also: potency is read from the fitted curve at half-maximal effect; % of control where 0% means no effect; nearly all actives have a fitted effect of over 55% in size
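HEK293 cells carry an SMN2 […]–luciferase reporter in which exon 7 inclusion puts luciferase in frame. Cells were plated 10-12 h before compound addition, then incubated 30-36 h at 37C. ONE-Glo luminescence was read; sodium butyrate at 4.5 mM final served as control.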
Luc counter = Counterscreen for Luciferase (Kinase-Glo TM) Inhibition; Potency, µM (titrated, usually from 38.3 µM), for inactives: at the top dose activity change, negative = inhibition, actives largely listed as inhibitors; 200,000 tested, 0.28% active; Kinase-Glo luciferase, ATP luminescence, 8 min; Luciferin 4-monooxygenase (Photuris pensylvanica), Q27757; AID 1379, 2008; also: potency is read from the fitted curve at half-maximal effect; % is scaled to controls: 0 for no effect and ±100 for the full control effect; nearly all actives have a fitted effect of over 60% in size
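Compounds were added to a substrate mix at pH 7.2 (50 mM imidazole, 10 uM ATP, within the enzyme's linear range), followed by Kinase-Glo detection reagent; luminescence was measured after 8 minutes at ambient temperature.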
HTT cytoprotect = qHTS Multiplex Assay to Identify Dual Action Probes in a Cell Model of Huntington: Cytoprotection (ATP); PC12 HTT-Q103 induced, cytoprotection, ATP luminescence, 40 h; Potency, µM (highest dose often 56.4 µM), inactives show cytoprotection (ATP increase), most hits filed as activators; 230,000 tested, 0.14% active;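 also: potency is read from the fitted curve at half-maximal effect; % of control where 0% means no effect; nearly all actives have a fitted effect of over 45% in size; toxic huntingtin expression switched on by the ecdysone agonist tebufenozide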
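ATP quantification (ATPlite) reports survival of PC12 cells in which tebufenozide, 100 nM final, switches on Htt exon 1 with 103 glutamines linked to GFP; compounds are titrated.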
LMNA splice mod = qHTS Assay for Modulators of Lamin A Splicing; HeLa LMNA splicing GFP/RFP minigene ratio, 48 h; Potency, µM (highest dose often 46.1 µM), inactives show top-dose ratio change, negative = inhibition, hits mostly inhibitors; 200,000 tested, 0.01% active; active = well fitted inhibition curve with a large enough effect in the signal ratio, with a control signal flat, not every such curve was filed as active; inconclusive = small, poorly fitted or top-dose-only effect, or effect the other way, or a change in a side signal; the % refers to the signal ratio; also: potency is read from the fitted curve at half-maximal effect; % is scaled to controls: 0 for no effect and ±100 for the full control effect
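S3 HeLa stable clones carrying a lamin A-EGFP splicing minigene plus DsRed2 were seeded at 600 cells/well in Opti-MEM with 2% FBS, pin-dosed and incubated 48 h at 37°C. Acumen cytometry (488 nm) gave the GFP/RFP total-intensity ratio.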
* marks the source's active call; other numbers are inactive results; [ ] = dose if it differs, or a comment. Unless noted, calls follow the shape of the dose curve; as a rule, active = well fitted curve in the direction sought with a large enough effect; inconclusive = small, poorly fitted or top-dose-only effect, or another doubt; inactive = no such curve, though single readings can be large; an effect the other way counts as inactive or inconclusive.

Results for Cc1ccc(-n2nnnc2C(Cl)c2nnnn2-c2ccc(C)cc2)cc1 ?
IMPase Li cell: 7%; HttQ103 aggreg: inconclusive; CBFb-RUNX1 inh: 3%; SMN2 splice up: -10%; Luc counter: 3%; HTT cytoprotect: -2%[10 µM]; LMNA splice mod: inconclusive

What do the screens show for `O=C(COC(=O)c1cccs1)Nc1cccc(S(=O)(=O)NC2=NCCCCC2)c1`?
IMPase Li cell: 2%; HttQ103 aggreg: 28%; CBFb-RUNX1 inh: 7%; SMN2 splice up: 15%; Luc counter: 2%

What do the screens show for `CCC(C)C(=O)Nc1nccs1` (centres undefined)?
IMPase Li cell: 4%; HttQ103 aggreg: -10%[9.22 µM]; CBFb-RUNX1 inh: 2%; Luc counter: -4%; HTT cytoprotect: 16%[10 µM]; LMNA splice mod: inconclusive

How did Cc1cccc(-n2nc([N+](=O)[O-])c(=NCc3cccnc3)n2O)c1 do in these assays?
IMPase Li cell: -4%[38.3 µM]; HttQ103 aggreg: -22%; CBFb-RUNX1 inh: 3%; SMN2 splice up: -6%; Luc counter: -1%; HTT cytoprotect: -31%[inhibitor]; LMNA splice mod: 11%

What do the screens show for `CCN(CC(=O)Nc1ccccc1C(=O)OC)S(=O)(=O)c1ccc(OC)cc1`?
IMPase Li cell: 11%[38.3 µM]; HttQ103 aggreg: -25%; CBFb-RUNX1 inh: 11%; SMN2 splice up: 11%; Luc counter: 2%; HTT cytoprotect: 13%; LMNA splice mod: -14%

How did COc1ccc(OC)c(CC(NC(C)=O)C(=O)NC2CCN(c3nnnn3-c3ccccc3)CC2)c1 (centres undefined) do in these assays?
HttQ103 aggreg: 8%[9.22 µM]; CBFb-RUNX1 inh: 10%; HTT cytoprotect: 17%[10 µM]

How did O=C(CSc1nnc(-c2cccs2)n1Cc1ccco1)c1ccc2c(c1)OCO2 do in these assays?
IMPase Li cell: 12%[38.3 µM]; HttQ103 aggreg: 10%; CBFb-RUNX1 inh: -10%; SMN2 splice up: -25%; Luc counter: 0%; HTT cytoprotect: 5%; LMNA splice mod: 8%

What do the screens show for `COc1ccc(OC)c(N(CC(=O)NCCSc2ccccc2)S(C)(=O)=O)c1`?
IMPase Li cell: 1%[38.3 µM]; HttQ103 aggreg: 6%; CBFb-RUNX1 inh: -2%; SMN2 splice up: -9%; Luc counter: -4%; HTT cytoprotect: 5%; LMNA splice mod: 4%

How did S=C(Nc1ccccc1)N1CCN(c2ccccn2)CC1 do in these assays?
IMPase Li cell: 4%; HttQ103 aggreg: 18%[9.22 µM]; CBFb-RUNX1 inh: -16%; Luc counter: 1%; HTT cytoprotect: 5%[10 µM]

Results for COc1cccc2cc(-c3ccnc(=S)[nH]3)oc12 ?
IMPase Li cell: 18%; HttQ103 aggreg: -14%; CBFb-RUNX1 inh: -4%; SMN2 splice up: 11µM*; Luc counter: 0%; HTT cytoprotect: -21%

Results for Cc1ccc(C(=O)NCCSC(C)(C)C)cc1 ?
IMPase Li cell: -6%[38.3 µM]; HttQ103 aggreg: -2%; CBFb-RUNX1 inh: 6%; SMN2 splice up: 10µM*; Luc counter: -7%; HTT cytoprotect: -29%; LMNA splice mod: 8%

Results for N=C1/C(=C\c2ccc(-c3cccc(Cl)c3)o2)C(=O)N=C2SC=C(c3ccccc3)N12 ?
IMPase Li cell: 3%; HttQ103 aggreg: 12%; CBFb-RUNX1 inh: 6%; SMN2 splice up: 2%; Luc counter: -3%; HTT cytoprotect: -9%[10 µM]; LMNA splice mod: -12%

How did O=C(Nc1ccc(S(=O)(=O)Nc2ncccn2)cc1)c1cnc(Cl)c(Cl)c1 do in these assays?
IMPase Li cell: 1%; HttQ103 aggreg: 3%; CBFb-RUNX1 inh: 4%; SMN2 splice up: 4%; Luc counter: 4%; HTT cytoprotect: 20%

How did COc1ccc(Cl)cc1NC(=O)C1COc2ccccc2O1 (centres undefined) do in these assays?
IMPase Li cell: 15%; HttQ103 aggreg: inconclusive; CBFb-RUNX1 inh: 20%; SMN2 splice up: 4%; Luc counter: -2%; HTT cytoprotect: inconclusive; LMNA splice mod: 3%[46 µM]

Results for COc1ccccc1CNc1ncncc1-c1ccc2c(c1)OCO2 ?
IMPase Li cell: 18%; HTT cytoprotect: -107%[inhibitor]; LMNA splice mod: inconclusive

How did O=C1C2C3C=CC(C3)C2C(=O)N1Nc1c(Cl)cc(Cl)cc1Cl (centres undefined) do in these assays?
IMPase Li cell: 6%; HttQ103 aggreg: -13%[9.22 µM]; CBFb-RUNX1 inh: 7%; Luc counter: 0%; HTT cytoprotect: -19%[10 µM]; LMNA splice mod: 6%[46 µM]

How did COC(=O)[C@@H]1[C@@H](C)N(Cc2ccccc2)C(=O)N[C@H]1c1ccccc1 do in these assays?
IMPase Li cell: 9%; CBFb-RUNX1 inh: 0%[13.1 µM]; SMN2 splice up: 4%[9.22 µM]; Luc counter: -11%[7.66 µM]; HTT cytoprotect: -4%[10 µM]; LMNA splice mod: 7%[9.22 µM]

What do the screens show for `O=C(Nc1ccc(-c2cnco2)cc1)c1ccc(F)cc1F`?
HttQ103 aggreg: 17%[9.22 µM]; CBFb-RUNX1 inh: 14%; HTT cytoprotect: 12%[10 µM]

What do the screens show for `Cc1cnc(CNc2ncncc2-c2c(C)noc2C)cn1`?
IMPase Li cell: 8%; HTT cytoprotect: -46%[inhibitor]; LMNA splice mod: inconclusive

What do the screens show for `O=C(O)C(Oc1ccc2ccc(=O)oc2c1)c1ccccc1` (centres undefined)?
IMPase Li cell: 13%; CBFb-RUNX1 inh: -8%; SMN2 splice up: 9%; Luc counter: 2%; HTT cytoprotect: inconclusive

Results for CCc1ccc(NC(=O)C(C)OC(=O)c2cccc(S(=O)(=O)N3CCc4ccccc4C3)c2)cc1 (centres undefined) ?
IMPase Li cell: 1%; HttQ103 aggreg: inconclusive; CBFb-RUNX1 inh: -5%; SMN2 splice up: -6%; Luc counter: 1%; HTT cytoprotect: 26%[10 µM]; LMNA splice mod: -20%

Results for C=CCNS(=O)(=O)c1nc(C)c(Cl)c(C)c1C#N ?
IMPase Li cell: 15%[38.3 µM]; HttQ103 aggreg: 13%; CBFb-RUNX1 inh: 9%; SMN2 splice up: -6%; Luc counter: 1%; HTT cytoprotect: 5%; LMNA splice mod: -14%

What do the screens show for `O=C(/C=C/c1ccccc1)N(Cc1ccc(Cl)cc1)C1CCS(=O)(=O)C1` (centres undefined)?
HttQ103 aggreg: 21%[9.22 µM]; CBFb-RUNX1 inh: 12%; HTT cytoprotect: 18%[10 µM]

What do the screens show for `Cc1cc(C(=O)CSc2nnc(-c3ccccc3)o2)c(C)n1CC1COc2ccccc2O1` (centres undefined)?
IMPase Li cell: 9%[38.3 µM]; HttQ103 aggreg: 9%; CBFb-RUNX1 inh: 2%; SMN2 splice up: -17%; Luc counter: -3%; HTT cytoprotect: -18%; LMNA splice mod: inconclusive

Results for COc1cccc(-c2nnc(NC(C)=O)o2)c1 ?
HttQ103 aggreg: -10%[9.22 µM]; CBFb-RUNX1 inh: 7%; HTT cytoprotect: -6%[10 µM]

Results for COc1ccc(/C=C/C(=O)N2CCC(C(N)=O)CC2)cc1S(=O)(=O)N1CCOCC1 ?
IMPase Li cell: -5%; HttQ103 aggreg: -4%; CBFb-RUNX1 inh: -4%; SMN2 splice up: 4%; Luc counter: 5%; HTT cytoprotect: -18%; LMNA splice mod: -7%[46 µM]

What do the screens show for `O=C(N/N=C/C1CC2CCC1C2)c1c[nH]c2ccccc12` (centres undefined)?
IMPase Li cell: 9%; HttQ103 aggreg: 6%[9.22 µM]; CBFb-RUNX1 inh: -1%; Luc counter: -3%; HTT cytoprotect: 5%[10 µM]; LMNA splice mod: inconclusive

What do the screens show for `CCOc1ccc(-c2csc(NNC3=NCCCCC3)n2)cc1`?
IMPase Li cell: 28%; HttQ103 aggreg: 1%; CBFb-RUNX1 inh: -18%; SMN2 splice up: -20%; Luc counter: 2%; HTT cytoprotect: -12%[10 µM]; LMNA splice mod: -24%[46 µM]

What do the screens show for `O=C(Nc1nc2c(s1)CCCC2)c1ccc2ncsc2c1`?
IMPase Li cell: 9%; HttQ103 aggreg: -11%; CBFb-RUNX1 inh: -8%; SMN2 splice up: 0.5µM*; Luc counter: -12%; HTT cytoprotect: -28%[10 µM]; LMNA splice mod: inconclusive

What do the screens show for `O=C(/C=C/c1ccc(Cl)c([N+](=O)[O-])c1)Nc1cccc(NC(=O)c2ccco2)c1`?
IMPase Li cell: 12%; HttQ103 aggreg: -1%; CBFb-RUNX1 inh: -10%; SMN2 splice up: 25%; Luc counter: -3%; HTT cytoprotect: -23%[10 µM]; LMNA splice mod: inconclusive

How did CCOC(=O)Cn1c(-c2ccccc2)ccc(C#N)c1=O do in these assays?
IMPase Li cell: 8%; HttQ103 aggreg: 6%; CBFb-RUNX1 inh: 16%; SMN2 splice up: 5%; Luc counter: -1%; HTT cytoprotect: 3%[10 µM]; LMNA splice mod: 1%[46 µM]

What do the screens show for `CC1(C(=O)NC2CCCCC2)CCC(=O)N1Cc1ccc2c(c1)OCO2` (centres undefined)?
HttQ103 aggreg: -25%[9.22 µM]; CBFb-RUNX1 inh: 9%; HTT cytoprotect: 25%[10 µM]

What do the screens show for `CC(C)(C)c1ccc(C2(C)NC(=O)N(CC(=O)NCc3cccs3)C2=O)cc1` (centres undefined)?
IMPase Li cell: -2%; HttQ103 aggreg: -1%; CBFb-RUNX1 inh: -2%; SMN2 splice up: -19%; Luc counter: -2%; HTT cytoprotect: -5%[10 µM]; LMNA splice mod: -10%

Results for COCCNC(=S)N/N=C(\C)c1cc2ccccc2o1 ?
IMPase Li cell: 3%; HttQ103 aggreg: 17%; CBFb-RUNX1 inh: -10%; SMN2 splice up: 13%; Luc counter: 2%; HTT cytoprotect: 18%[10 µM]; LMNA splice mod: 4%
